POLH inh: qHTS for Inhibitors of Polymerase Eta. recombinant Pol eta, fluorescent DNA replication assay. Potency, µM (series often up to 114 µM), inactives show at the highest dose activity change, negative = inhibition, most hits filed as inhibitors. DNA polymerase eta (Homo sapiens), Q9Y253. actives 1.2% (n = 390,000); note: potency is the fitted concentration of half-maximal effect; % is set by controls: 0 for no effect and ±100 for the full control effect
Target sequence (Q9Y253 whole entry, looked up): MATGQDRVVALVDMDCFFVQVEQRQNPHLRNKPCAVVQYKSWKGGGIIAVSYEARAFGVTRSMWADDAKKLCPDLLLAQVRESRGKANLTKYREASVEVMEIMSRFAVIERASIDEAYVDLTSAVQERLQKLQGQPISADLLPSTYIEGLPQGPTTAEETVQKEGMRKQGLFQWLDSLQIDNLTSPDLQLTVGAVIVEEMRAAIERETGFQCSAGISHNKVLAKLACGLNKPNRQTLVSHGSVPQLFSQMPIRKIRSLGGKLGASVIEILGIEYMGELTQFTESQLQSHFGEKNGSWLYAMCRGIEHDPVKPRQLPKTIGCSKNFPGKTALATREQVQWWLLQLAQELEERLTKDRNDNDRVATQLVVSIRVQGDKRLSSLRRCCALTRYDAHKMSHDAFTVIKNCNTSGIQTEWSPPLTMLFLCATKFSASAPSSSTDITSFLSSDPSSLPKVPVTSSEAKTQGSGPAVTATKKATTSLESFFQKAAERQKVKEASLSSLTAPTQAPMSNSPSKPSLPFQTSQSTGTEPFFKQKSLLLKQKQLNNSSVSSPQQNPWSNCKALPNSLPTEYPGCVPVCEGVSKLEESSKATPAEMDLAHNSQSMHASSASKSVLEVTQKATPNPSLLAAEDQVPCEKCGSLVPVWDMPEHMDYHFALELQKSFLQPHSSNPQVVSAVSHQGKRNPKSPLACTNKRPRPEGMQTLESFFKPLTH
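Pol eta at 10 nM preincubated with compounds 15 min at room temperature; reaction started with fluorescent substrate (50 nM final) and read kinetically at 0 and 10 min.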
PI4K2A block: qHTS for small molecular inhibitors of PI4K2A. actives 0.13% (n = 420,000). purified PI4K2A, ADP-Glo luminescence, 1 h; stronger effect = lower value. activity change, negative = inhibition, % at 76.9 µM; in the data active = activity change below about -50%; inconclusive = mostly about -30% to -49%;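 note: -100% = wells without enzyme as full effect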
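PI4K2A activity was measured by ADP-Glo luminescence: enzyme (4 ug/mL stock) and phosphatidylinositol (1.2 mM stock) in Tris pH 7.5/MgCl2/EGTA/Triton X-100 buffer were reacted with ATP (300 microM stock) for one hour at ambient temperature.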
Tb PGK inh: qHTS Assay to Find Inhibitors of Phosphoglycerate Kinase; PGK/GAPDH coupled, Kinase-Glo luminescence, 60 min; Potency, µM (series often up to 57.5 µM), for inactives: at the highest dose activity change, negative = inhibition, actives largely listed as inhibitors; actives 0.043% (n = 380,000); Phosphoglycerate kinase, glycosomal (Trypanosoma brucei brucei), P07378; note: potency is the fitted concentration of half-maximal effect; % is set by controls: 0 for no effect and ±100 for the full control effect; nearly all actives have a fitted effect of over 60% in size
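Luminescent ATP detection (Kinase-Glo Plus) follows a 60-minute room-temperature incubation, with wells lacking PGK as controls. Buffer: 100 mM TEA (pH 7.6), 5 mM MgCl2, 0.01% Tween-20. Coupling enzyme GAPDH (100 nM final) supplies unstable 1,3-BPG in-well.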
JMJD2A Tudor: qHTS Assay for Inhibitors of JMJD2A-Tudor Domain. Lysine-specific demethylase 4A (Homo sapiens), O75164. AlphaScreen JMJD2A-Tudor / H3K4me3 peptide binding. Potency, µM (highest dose often 114 µM), for the others: top-dose activity change, negative = inhibition, hits mostly inhibitors. actives 4.4% (n = 390,000). AID 504339, 2011; note: potency is the fitted concentration of half-maximal effect; % is set by controls: 0 for no effect and ±100 for the full control effect; nearly all actives have a fitted effect of over 50% in size
HP1b binding inh: HTS for Inhibitors of HP1-beta Chromodomain Interactions with Methylated Histone Tails; Chromobox protein homolog 1 (Homo sapiens), P83916; AlphaScreen HP1-beta / biotin-H3K9me3 peptide binding; Potency, µM (titrated, usually from 114 µM), without a hit: at the highest dose activity change, negative = inhibition, hits mostly inhibitors; actives 0.56% (n = 390,000); AID 540317, 2011; note: potency is the fitted concentration of half-maximal effect; nearly all actives have a fitted effect of over 70% in size; inactives centre near 23
Target sequence (P83916 whole entry, looked up): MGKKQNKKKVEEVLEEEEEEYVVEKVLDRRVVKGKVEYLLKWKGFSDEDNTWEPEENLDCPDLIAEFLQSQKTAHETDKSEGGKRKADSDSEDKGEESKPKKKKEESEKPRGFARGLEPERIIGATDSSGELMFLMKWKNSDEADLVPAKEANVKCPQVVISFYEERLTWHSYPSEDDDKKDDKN
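HP1-beta protein (50 nM final) preincubated 30 min at room temperature with biotinylated H3(1-18)K9me3 peptide (50 nM) in PBS pH 7.4, 0.01% Tween-20, then compound added for 30 min. AlphaScreen streptavidin donor/nickel chelate acceptor beads (10 ug/mL final), 30 min dark, luminescence read.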
G9a block: qHTS Assay for Inhibitors of Histone Lysine Methyltransferase G9a | G9a H3K9 monomethylation, AlphaScreen, 2 h | Potency, µM (titrated, usually from 102 µM), inactives show at the highest dose activity, negative = inhibition, usual class: inhibitors | actives 8.8% (n = 350,000); note: potency is the fitted concentration of half-maximal effect; % is set by controls: 0 for no effect and ±100 for the full control effect; nearly all actives have a fitted effect of over 75% in size
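Step 1: enzyme (final 20 nM) with compound, 15 min RT. Step 2: substrate peptide 500 nM and SAM 20 uM, 2 h RT. Step 3: anti-H3K9me1 antibody and AlphaScreen beads, 10 min, then plate read.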
Pin1 inh: qHTS Assay to Find Inhibitors of Pin1; Peptidyl-prolyl cis-trans isomerase NIMA-interacting 1 (Homo sapiens), Q13526; Pin1 FP peptide displacement, HiFluor488, 10 min; Potency, µM (titrated, usually from 115 µM), without a hit: top-dose activity, negative = inhibition, actives largely listed as inhibitors; actives 0.009% (n = 390,000); active = well fitted inhibition curve with a large enough effect in the polarisation, with a control signal flat, not every such curve was filed as active; inconclusive = small, poorly fitted or top-dose-only effect, or effect the other way, or a change in a side signal; inactive = no such curve, though single readings can be large or run the other way; the % refers to the polarisation; note: potency is the fitted concentration of half-maximal effect; % is set by controls: 0 for no effect and ±100 for the full control effect
Target sequence (Q13526 whole entry, looked up): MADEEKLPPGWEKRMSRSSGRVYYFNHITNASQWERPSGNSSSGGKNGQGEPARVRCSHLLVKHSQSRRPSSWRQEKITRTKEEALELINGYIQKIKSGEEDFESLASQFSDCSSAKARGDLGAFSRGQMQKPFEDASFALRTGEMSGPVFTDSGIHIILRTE
GLS inhibitor: qHTS for Inhibitors of Glutaminase (GLS); Potency, µM (doses to about 45.5 µM), inactives show top-dose activity change, negative = inhibition, usual class: inhibitors; GLS enzymatic activity, qHTS titration; Glutaminase kidney isoform, mitochondrial (Homo sapiens), O94925; actives 0.21% (n = 410,000); AID 624170, 2012; note: potency is the fitted concentration of half-maximal effect; % is set by controls: 0 for no effect and ±100 for the full control effect
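Assay buffer: 45 mM KH2PO4 pH 8.2, 0.02% Tween-20. hKGA acts on L-glutamine (1 mM solution added); product glutamate is reported by an oxidase/peroxidase Amplex Red coupling, with fluorescence taken at baseline and 30 min.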
BAZ2B block: qHTS Assay for Inhibitors of BAZ2B; Bromodomain adjacent to zinc finger domain protein 2B (Homo sapiens), Q9UIF8; actives 4.4% (n = 360,000); Potency, µM (highest dose often 114 µM), for the others: at the highest dose activity change, negative = inhibition, actives largely listed as inhibitors; AlphaScreen BAZ2B-H3K14Ac peptide displacement; note: potency is the fitted concentration of half-maximal effect; % is set by controls: 0 for no effect and ±100 for the full control effect; nearly all actives have a fitted effect of over 60% in size
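Multi-concentration screen (max 110 uM) measuring displacement of acetylated histone H3 peptide from BAZ2B by AlphaScreen, using 50 nM protein, 50 nM peptide and 10 ug/mL streptavidin donor plus Ni-chelate acceptor beads.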
Numbers without * were called inactive; i = inactive; ? = inconclusive; / = no result given; & = joins results of further samples; [ ] = dose if it differs, or a comment. Unless noted, calls come from the whole dose curve; as a rule, active = well fitted curve in the direction sought with a large enough effect; inconclusive = small, poorly fitted or top-dose-only effect, or another doubt; inactive = no such curve, though single readings can be large; an effect the other way counts as inactive or inconclusive.

molecule,BAZ2B block,Tb PGK inh,GLS inhibitor,POLH inh,JMJD2A Tudor,Pin1 inh,G9a block,PI4K2A block,HP1b binding inh
Cc1ccc(NC(=O)c2cc(=O)c3ccccc3o2)cc1,-6%,-9%,3%,-13%,-14%,1%,-33%[59 µM],3,27%
COC(=O)Nc1sc2c(c1C(N)=O)CCC(C)C2 (stereo not drawn),-20%,-7%,?,-11%,-23%,6%,14µM*,-2,10%
CC(=O)Oc1ccc(N2C(=O)[C@@H]3[C@H](C2=O)[C@H]2c4ccccc4C=NN2[C@@H]3C(C)=O)cc1,-4%,2%,-3%,-7%,-8%,-10%,?,-1,24%
COc1ccc(S(=O)(=O)NC2CCCCCC2)cc1C(N)=O,-5%,-7%,-1%,-19%,0%,-13%,8%,-3,24%
O=C(NCCO)/C(=C\c1cccs1)NC(=O)c1cccs1,1%,-14%,18%,-16%,-8%,-1%,8%[59 µM],-4,24%
CCN1CCN(c2ccc(Cl)cc2NC(=O)c2ccc(-n3nc(C)cc3C)cc2)CC1,-31%,-6%,1%,-15%,-31%,0%,24%[12.7 µM],-2,10%
C/C(=N/Oc1nc(C)cc(C)n1)c1ccc(F)cc1,-1%,-4%,9%,4%,-10%,1%,6%[59 µM],-1,20%
CCn1cc(C(=O)N2CCN(c3ccc(OC)cc3)CC2)c2cc(OC)c(OC)cc2c1=O,-19%&-5%,0%,22%&61%,-21%&-14%,-19%&-9%,-5%&2%,?,-2&1,18%&26%
O=C(CCCOc1ccc(Cl)cc1Cl)N1CCN(c2ccccn2)CC1,0%,-4%,14%,-9%,0%,0%,-11%,-5,22%
Cn1c2[n+](c3ccc(Cl)cc3c1=O)Cc1ccccc1-2,-6%,6%,-11%,-23%,-15%,-11%,28µM*,-1,45%[activator]
O=C1C=CN(Cc2ccccc2)C(c2ccccc2)C1 (stereo not drawn),/,-4%,17%,-2%,-18%,0%,/,-2,34%
CCc1ccccc1NC(=O)C1CCCN(c2nnc(-n3c(C)ccc3C)s2)C1 (stereo not drawn),-18%,/,-12%,/,-32%,0%,-16%[59 µM],3,-8%

Continued.
molecule,BAZ2B block,Tb PGK inh,GLS inhibitor,POLH inh,JMJD2A Tudor,Pin1 inh,G9a block,PI4K2A block,HP1b binding inh
CCc1ccc(OCC(=O)NNC(=O)Cc2ccc(S(=O)(=O)N3CCOCC3)s2)cc1,-33%,-8%,7%,-18%,?,30%[activator],?,-1,17%
O=S(=O)(c1ccc(Oc2ccc(-c3nnco3)cc2)nc1)N1CCC(Cc2ccccc2)CC1,-4%,2%,-12%,45µM*,-30%,42%[activator],17%[59 µM],-11,81%[activator]
CCCS(=O)(=O)N1CCC(C(=O)NCCCN2CCCC2=O)CC1,-3%,-2%,1%,8%,-16%,-5%,13%[59 µM],-3,43%[activator]
CS(=O)(=O)N1CCC(c2noc(-c3ccc(C(F)(F)F)cc3)n2)CC1,7%,3%,4%,3%,-4%,4%,-8%[59 µM],-14,37%
CCOc1ccc2nc(SCC(=O)N(C)C)[nH]c2c1,?,-8%,15%,10%,-32%,-4%,-6%,1,49%[activator]
CC1CCCCC12NC(=O)N(CC(=O)Nc1sccc1C(N)=O)C2=O (stereo not drawn),-3%,-6%,1%,?,4%,7%,28%[12.7 µM],48,49%[activator]
O=C(O)CCC(=O)NNC(=O)c1cccs1,-14%,-5%,-13%,10%,-2%,0%,2%,0,32%
O=C(Nc1ccc(N2CCN(c3ccc(O)cc3)CC2)cc1)Oc1ccccc1,-30%,/,16%,-6%,-27%,-10%,0.89µM*,-6,-4%
O=C(Nc1ccc([N+](=O)[O-])cc1)N1CCN(C(=O)C2CCCO2)CC1 (stereo not drawn),-3%,3%,3%,-10%,-16%,-9%,?,4,19%
Oc1ccc(/C=C/c2ccc3cccc(O)c3n2)cc1Br,-9%,0%,-1%,-15%,-23%,?,-13%,-4,40%[activator]
Cc1nnc(SCC(=O)NCc2ccc(F)cc2)[nH]c1=O,-23%,-8%,-5%,-15%,5%,-8%,?,-2,43%[activator]
CCOc1ccc(NC(=O)CN(C)c2ccc(S(=O)(=O)N(C(C)C)C(C)C)cn2)cc1OCC,-10%,-2%,2%,-22%,-13%,-1%,-4%[59 µM],4,4%

Remaining list, next part.
molecule,BAZ2B block,Tb PGK inh,GLS inhibitor,POLH inh,JMJD2A Tudor,Pin1 inh,G9a block,PI4K2A block,HP1b binding inh
O=C(NN1CCOCC1)c1ccc(F)cc1,0%,-9%,-1%,4%,-5%,0%,-8%,-2,36%[activator]
CC(C)(C)C(=O)[C@H]1[C@H](c2ccccc2)[C@@]2(N=C(c3ccccc3)OC2=O)C2c3ccccc3C=NN21 (stereo partly drawn),-3%[57.1 µM],i,-6%,-18%,?,46%[activator],79µM*,0,-5%
Cc1cccc2c1OCC/C2=N\NC(=O)COc1ccccc1,-25%,-1%,0%,-16%,-7%,4%,23%,-1,26%
COC(=O)c1sc2cccc(F)c2c1S(=O)(=O)Nc1ccc(N(C)C)cc1,?,8%,10%,-17%,?,-4%,11µM*,0,-12%
COc1ccc(-c2ccc([C@H]3[C@@H]4C=CCC[C@@]4(C)C(=O)N3Cc3ccccc3)c(F)c2)cc1,-11%,7%,-2%,-15%,-26%,?,-11%[12.7 µM],2,20%
CCOc1ccc(-c2cc3nc(C4CCN(C(=O)OC(C)(C)C)CC4)c(C(=O)O)cn3n2)cc1,13%,-3%,15%,-24%,-3%,0%,-14%,4,34%
Cc1cccc(Nc2nc(N)nc(CSC(=S)N3CCOCC3)n2)c1,3%,i,0%,-18%,-11%,2%,-1%,-2,32%
CCOC(=O)CSC1=N/C(=C\c2cc(OC)c(OC)c(OC)c2)C(=O)N1C,10%,3%,-19%,-11%,5%,0%,19%[59 µM],2,48%[activator]
CC1CCCN(c2nc3ccccc3nc2C(C#N)S(=O)(=O)c2cccs2)C1 (stereo not drawn),?,-5%,-1%,-13%,?,?,?,1,4%
CCOC(=O)N1CCC(n2c(SCC(=O)NCCc3ccc(S(N)(=O)=O)cc3)nc3ccccc3c2=O)CC1,-7%,-8%,4%,-5%,-11%,1%,1%,8,?
COc1ccc(CNC(=O)COc2cccnc2[N+](=O)[O-])cc1OC,-2%,4%,-1%,2%,-7%,0%,13%[2.33 µM],1,38%
O=c1[nH]cc(CCCc2ccccc2)c(=O)[nH]1,/,-6%,-8%,-19%,/,/,/,1,/

POLH inh: hit marks shown above.
molecule,BAZ2B block,Tb PGK inh,GLS inhibitor,POLH inh,JMJD2A Tudor,Pin1 inh,G9a block,PI4K2A block,HP1b binding inh
O=S(=O)(c1ccc(Oc2ccc(-c3nnco3)cc2)nc1)N1CCC(Cc2ccccc2)CC1,-4%,2%,-12%,45µM*,-30%,42%[activator],17%[59 µM],-11,81%[activator]

Next records follow.
molecule,BAZ2B block,Tb PGK inh,GLS inhibitor,POLH inh,JMJD2A Tudor,Pin1 inh,G9a block,PI4K2A block,HP1b binding inh
Cc1cc(C)cc(-c2nnc(SCC(=O)N3CCN(C(=O)c4ccco4)CC3)o2)c1,-35%,i,-9%,-7%,-11%,1%,-44%,5,13%
O=C(NCCc1ccccc1)C(=O)NCC1CCCO1 (stereo not drawn),5%,i,0%,-4%,-2%,-2%,-2%,-5,25%
COc1ccc(CCNS(=O)(=O)c2cccc3cccnc23)cc1OC,-4%,-6%,-34%,-2%,-19%,5%,?,-6,40%
CN(C)c1ccc(C(=O)NC2(N3CCC3=O)CCCC2)cc1,?,-5%,15%,-16%,-29%,3%,/,7,30%
COc1cc(CNCCCN2CCOCC2)cc(Br)c1OCC(=O)N1CCCCC1,?,-4%,-5%,-6%,-13%,-4%,/,1,29%
CC1=CC(=O)[C@H]2C(C)(C)CCC[C@]2(C)[C@@]1(O)CO,-5%,5%,6%,-4%,-9%,-7%,-7%[59 µM],1,11%
COc1cccc(C(=O)COc2ccc3c(C)cc(=O)oc3c2)c1,0%,5%,-9%,9%,-2%,?,23%,-3,29%
Cc1cc(C)nc(NC(=O)C(C)N2C(=O)c3ccccc3C2=O)n1 (stereo not drawn),4%,0%,-17%,1%,-5%[57.1 µM],-6%,-4%,0,49%[activator]
Cc1ccc(C(=O)COC(=O)c2cc(-c3cccs3)nc3ccccc23)cc1,43%[activator],3%,-1%,-3%,35%,12%,78%[activator][59 µM],-1,66%[activator]
O=C(NCCN1CCOCC1)C1CCN(S(=O)(=O)N2CCCC2)CC1,-12%,6%,-9%,-24%,0%,-30%,-28%,-2,46%[activator]
CCn1c(=O)c(C(=O)NCc2cccnc2)c(O)c2ccccc21,29%,2%,-7%,-7%,40µM*,2%,6%[59 µM],3,18%
Cc1nc2ccccc2nc1OCC(=O)Nc1ccc(F)cc1,-10%,i,3%,-17%,1%,-1%,1%,4,40%[activator]
CC(=O)c1cccc(N2C(=O)CC(N3CCN(S(=O)(=O)c4ccccc4F)CC3)C2=O)c1 (stereo not drawn),/,-8%,-14%,-2%,-16%,-10%,/,-5,11%[57 µM]
COC(=O)C1(NC(=O)NC2CCCCC2)CCCCC1,-1%,i,-1%,-2%,-10%,-2%,/,-2,10%
CN(C)CC(O)COC(c1ccccc1)c1ccccc1 (stereo not drawn),-14%,i,3%,-1%,1%,1%,6%,-3,-9%

From PubChem

This is a subset. The share of hits here may be higher or lower than overall.
